HEK293 NOD2/NF-kB = inhibition of NOD2-driven NF-kB reporter – cell-based, luminescence, uHTS, HEK293 (AID 1566); 290,000 tested, 0.63% active; HEK293 NOD2/NF-kB luciferase reporter, luminescence; higher % means a stronger effect; inhibition, % at 4 µM, or EC50 in µM where a hit was titrated; in the data active = inhibition above about 50%; note: many of its hits are not listed in these tables
Hep lipid drop = hepatic lipid droplet formation modulation. AID 1656. inhibition, % at 6.5 µM. 240,000 tested, 0.4% active. AML12 mouse hepatocytes, oleate lipid droplets, BODIPY imaging;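 active = lipid droplet intensity inhibited by at least 50%, with more than 500 cells counted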
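Technique: fluorescence imaging, 20x objective, two fields per well / Assay system: AML12 hepatocytes (mouse) / Measure: % inhibition of lipid droplet signal / Doses: 6.5 µM single-point dosing / Incubation: overnight exposure / Reagent: 100 µM oleic acid challenge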
Dynein transport = dynein cargo transport inhibition. AID 1381. 220,000 tested, 0.47% active. z-score, hits read low. 3617.4 mouse cells, GR-EGFP nuclear translocation imaging; test concentration mostly 20 µM; stimulated with dexamethasone, 1 µM; hits give low values;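 active = plate z-score of nuclear minus cytoplasmic receptor signal below a set negative limit, without overly bright fluorescence or cell loss, cut at about -3.5 in these data, passing the limit was not always enough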;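 note: z-score of nuclear minus cytoplasmic ring GR-EGFP intensity difference per well; some compounds called inactive have numbers as strong as hits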
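Buffer or medium: tet-free medium with charcoal-stripped serum / Also added: dexamethasone agonist, 1.0 µM final, for 30 min / Timing: induction 48 h, compound 1 h, agonist 30 min / Measured by: high-content fluorescence imaging after fixation / Read-out: nuclear-to-cytoplasmic GR-EGFP distribution per well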
bCat nuc transl = alters nuclear translocation of beta-catenin in HeLa cells. 190,000 tested, 0.3% active. nuclear translocation activity, % at 5 µM. immunofluorescence imaging;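 active = nuclear translocation activity above 50% at 5 µM, with a well cell count of 50 or more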;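 note: per-cell ratio of nuclear to cytoplasmic median beta-catenin stain intensity; plate controls were DMSO negative control for no effect and GSK-3 inhibitor IX positive control for full effect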
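Test system: human HeLa cells, native beta-catenin. Compound dosing: 5 µM primary single dose, 0.1% DMSO, 0.02–20 µM confirmation series. Incubation: compound exposure 24 h at 37°C. Detection: beta-catenin immunostaining with DAPI counterstain, 20x imaging, 6 fields/well. Read-out basis: Nuclear/cytoplasmic beta-catenin signal ratio, % activation.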
Insulin prom up = MIN6 insulin promoter up-regulation | 190,000 tested, 0.3% active | MIN6 insulin promoter-GFP reporter, high-content imaging; hits give high values | z-score at 5 µM | AID 1625;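 active = z-score above 3 at 5 µM with at least 500 cells counted in the well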
WT yeast gro inh = growth inhibition of WT yeast, mitochondrial fusion screen. inhibition, % at 10 µM. mitochondrial fusion phenotypic screen, WT strain. AID 1362. 190,000 tested, 2.1% active; in the data active = inhibition above about 58%; tested in S. cerevisiae
Yfh1-depleted yeast = enhancers of respiration in Yfh1-depleted yeast, dose response, Friedreich's ataxia, plus single-dose screen (AID 1465); S. cerevisiae Yfh1-off respiration, WST-1 reduction, 72 h; higher fold induction means a stronger effect; fold induction at 50 µM; hits with a dose series show EC50 in µM; 220,000 tested, 0.074% active;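 active = fold induction of absorbance versus untreated yeast above a set limit, then at least 30% activation at any dose in follow-up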;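 note: activators that raise dye reduction in frataxin-depleted yeast; strong numbers were not always called active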
MT stabilize HCS = stabilizes microtubules in HeLa cells | % tubulin-high responders, % at 10 µM | HeLa tubulin immunostaining HCS, 24 h; share of cells brighter than vehicle mean+2SD | 200,000 tested, 0.83% active;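 active = plate Z-score above 3 for both tubulin-high and condensed-nucleus cell shares, with cell loss under 80%, at 10 µM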;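 note: anti alpha tubulin signal scored within the nucleus-defined area of each cell; some results filed as inactive read as strong as hits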
Autophagy mod = autophagy modulation, high-content screen; 190,000 tested, 0.98% active; calls only at 10 µM (by protocol); MEF GFP-LC3 puncta imaging; test concentration mostly 10 µM; AID 463193;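 active = percentage of spot-positive cells more than 3 SD above its plate mean, without a fluorescence outlier flag or 80% toxicity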;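 note: spot-positive cell cutoff set from DMSO-treated cells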
WT yeast gro inh mutant strain = also measured in WT yeast gro inh; calls as there; inhibition, %; mitochondrial fusion phenotypic screen, mutant strain inhibition
Dynein transport cytoplasmic EGFP = recorded beside Dynein transport, whose call it bears; z-score; measured here: cytoplasmic GR-EGFP intensity; hits give high values
Dynein transport nuclear GR-EGFP = also measured in Dynein transport; calls as there; z-score; measured here: nuclear GR-EGFP intensity;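 lower value marks the stronger effect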
Dynein transport cell count = second read-out of Dynein transport, no call of its own (marks repeat the call); z-score; measured here: cell count per field
Insulin prom up cell count = second read-out of Insulin prom up, no call of its own (marks repeat the call); cell count; measured here: cytotoxicity, nuclei count;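 total cells summed across four imaged fields per well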
Hep lipid drop cells 6.5 µM = second read-out of Hep lipid drop, no call of its own (marks repeat the call); cell count; measured here: cell count, cytotoxicity flag;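 cells counted across two imaged fields per well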
bCat nuc transl cell count 5 µM = further read-out of bCat nuc transl, marked with its call; cell count; measured here: cell count, cytotoxicity flag
MT stabilize HCS Hoechst-high % = recorded beside MT stabilize HCS, whose call it bears; % Hoechst-high responders; measured here: nuclear condensation Hoechst responders;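 share of cells brighter than vehicle mean plus two SD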
MT stabilize HCS cytotoxicity % = second read-out of MT stabilize HCS, no call of its own (marks repeat the call); toxicity, %; measured here: cytotoxicity by cell density;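 0% = mean cell density of plate MIN control wells and 100% = no cells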
Autophagy mod cell loss 18 h = recorded beside Autophagy mod, whose call it bears; toxicity, %; measured here: cell loss, nuclei count;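 cell loss after 18 h compound exposure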
Numbers without * were called inactive; i = inactive; · = no result given. A portion of the library. The share of hits here may be higher or lower than overall.

SMILES	HEK293 NOD2/NF-kB	Hep lipid drop	Hep lipid drop cells 6.5 µM	Dynein transport	Dynein transport cytoplasmic EGFP	Dynein transport nuclear GR-EGFP	Dynein transport cell count	bCat nuc transl	bCat nuc transl cell count 5 µM	Insulin prom up	Insulin prom up cell count	WT yeast gro inh	WT yeast gro inh mutant strain	Yfh1-depleted yeast	MT stabilize HCS	MT stabilize HCS Hoechst-high %	MT stabilize HCS cytotoxicity %	Autophagy mod	Autophagy mod cell loss 18 h
O=C(Nc1ccccc1)N1CCN(c2ccc(C(F)(F)F)cn2)CC1	-30%	·	·	-0.44	-0.14	-0.02	-0.016	·	·	-0.18	863	3	16	i	1.3	1.3	6.8	i	-5
CCOc1ccc(-n2cnc3sc4c(c3c2=O)CCCC4)cc1	24%	1	749	-1.1	-0.25	-0.6	1.4	1.3	1341	-0.06	1045	·	·	i	·	·	·	·	·
C=CCn1c(COc2ccccc2)nnc1SCC(=O)C(C)(C)C	14%	4	588	0.57	-0.22	1	0.96	-0.7	1049	0.15	1300	-14	0	i	1.0	1.3	14	i	3
O=C(NNS(=O)(=O)c1ccccc1C(F)(F)F)c1cccc(S(=O)(=O)Nc2ccccc2Cl)c1	19%	10	673	-0.75	0.037	-0.25	0.61	-0.6	1000	-0.06	1476	-7	6	i	1.6	1.9	7.5	i	-8
CCn1c(SCC(=O)N2CCCC2)nc2c(c1=O)SC(C)C2 (stereo not drawn)	-5%	-26	649	-0.21	-0.23	0.15	0.66	-0.6	1073	-0.22	1760	15	4	i	2.4	2.5	8.4	i	-9
CC1(C)Oc2ccc3ccc(=O)oc3c2-c2cnoc21	-10%	0	632	-0.52	-0.22	0.036	0.71	2.2	1179	·	·	13	2	i	2.7	2.0	3.7	i	-5
C/C(=N\N1CCN(c2ccccc2)CC1)c1cccs1	-6%	-16	703	-0.073	-0.18	0.45	0.03	0.6	1268	0.02	1068	·	·	i	·	·	·	·	·
COc1ccnc(CSC(N)=Nc2ccc(F)cc2)c1	12%	-6	755	-0.55	-0.17	-0.42	0.47	-2.7	499	·	·	9	8	·	5.1	2.9	4.5	i	-5
Cc1ccc(CNC(=O)CSc2nc3ccsc3c(=O)n2Cc2ccccn2)cc1	-2%	-9	681	-0.22	-0.23	-0.45	-0.039	0.2	1036	-0.28	1182	-13	5	i	4.2	2.2	5.3	i	8
O=C(O)Cc1csc(NC(=O)CSc2nnnn2-c2ccc(O)cc2)n1	21%	9	726	-0.78	-0.24	-0.018	-0.48	-0.8	1251	-0.46	1071	·	·	i	·	·	·	·	·
CCOc1ccc(NC(=O)CSc2nnc(C)n2CCCOC)cc1	11%	·	·	-0.039	-0.21	0.24	-0.0098	-3.2	1008	·	·	10	19	i	3.4	1.9	4.7	i	7
CC(=O)O/N=C(\N)c1cnn2c(C(F)(F)F)cc(C(F)(F)F)nc12	1%	-4	683	0.45	-0.26	0.24	0.3	-1.1	1143	-0.3	1522	·	·	i	·	·	·	·	·
O=C(NC(=S)Nc1ccc2cn[nH]c2c1)c1ccccc1	-79%	5	681	-1.1	-0.35	-0.071	0.3	-1.5	1102	-0.38	1261	-11	25	i	2.5	4.8	4.5	i	6
CCOc1ccc(CCNC(=O)c2cc(C)nn2-c2ccccc2)cc1	17%	-24	617	0.39	-0.72	-0.12	-0.41	-1.6	1320	·	·	·	·	i	·	·	·	·	·
Cc1cc(OCC(=O)NCc2ccccn2)cc(C)c1Br	-3%	-19	614	-0.52	-0.28	-0.72	0.62	-2.3	561	-0.25	1323	6	10	i	3.0	4.4	2.7	i	0
O=C(Nc1ccccc1)N1CCCN(c2nccc(C(F)(F)F)n2)CC1	-7%	-16	714	0.62	-0.3	0.14	-0.1	-2.4	1126	0.57	1279	·	·	i	·	·	·	·	·
O=C(COc1ccccc1O)Nc1ccccc1Cl	-74%	·	·	0.4	-0.2	0.51	-0.081	·	·	·	·	8	-14	i	7.2	4.2	4.2	i	11
O=C(Nc1cccc2ccccc12)c1cnsn1	14%	1	748	0.29	-0.16	0.19	-0.013	2.9	878	-0.16	1636	-1	-2	i	1.3	0.7	5.0	i	-4
Cc1cc(=O)oc(C)c1C(=O)OCC(=O)c1ccc(Br)cc1	0%	-2	716	-0.039	-0.23	-0.2	0.071	0.3	543	1.9	1219	-3	6	i	1.9	1.1	0.2	i	-3
CCN(CC)S(=O)(=O)c1ccc(NC(=O)Cc2cccs2)cc1	3%	-7	782	-0.37	-0.28	-0.34	0.74	0.1	1104	-0.65	1168	-5	4	i	1.7	2.2	7.3	i	4
CC(=O)Nc1ccc(SC[C@H](CC(C)C)N2CCN(CCc3ccccc3)CCC2=O)cc1	3%	-14	621	0.49	-0.66	0.26	-0.56	4.0	1011	·	·	·	·	i	·	·	·	·	·
Cc1ccccc1-n1c(C)nnc1SCC(=O)NNC(=O)c1ccccc1	5%	-16	657	-0.039	-0.23	0.14	-0.1	-0.6	1122	-0.02	1499	9	5	i	2.9	2.8	5.9	i	3
COc1cc2c(cc1O)[C@@H]1Cc3cc(OC)c(OC)cc3C(C2)N1C	15%	-5	624	-1	-0.75	-0.42	0.53	-1.7	1065	·	·	·	·	i	·	·	·	·	·
CC(=O)C1C(c2ccc(F)cc2)c2c(noc2C)CC1(C)O (stereo not drawn)	3%	-7	678	-0.49	-0.11	0.11	0.63	-1.5	1330	0.9	1074	·	·	i	·	·	·	·	·
Cc1ccc2occ(C(c3nnnn3C3CCCC3)N3CCN(C(=O)c4ccco4)CC3)c(=O)c2c1 (stereo not drawn)	1%	·	·	0.42	-0.17	0.38	-0.53	-1.6	1016	-0.76	1316	-6	9	i	2.8	2.6	7.0	i	-5
C=CCSc1nc2c(c(=O)[nH]1)C(c1ccccc1)C(C#N)=C(N)O2 (stereo not drawn)	16%	2	681	0.34	-0.26	0.59	0.91	0.1	1311	-0.49	999	·	·	i	·	·	·	·	·
CC1CN(C(=O)CN2C(=O)NC3(CCCCCCC3)C2=O)CC(C)O1 (stereo not drawn)	-10%	·	·	-0.18	-0.23	0.07	0.21	0.7	1131	0.48	923	-8	-36	i	2.3	1.1	6.8	i	-3
CC(C)Oc1ccc(N2CC(C(=O)Nc3ccc(N4CCOCC4)cc3)CC2=O)cc1 (stereo not drawn)	-6%	-5	782	-0.42	-0.21	-0.39	1.1	-6.8	998	0.35	1302	-16	-11	i	2.6	2.1	6.3	i	11
O=C(c1ccc(COc2ccc(Cl)cc2)o1)N1CCN(Cc2ccc3c(c2)OCO3)CC1	-2%	-1	729	2.1	-0.24	1.6	-2	0.1	1070	-0.72	1176	76*	58*	i	3.5	1.8	24	i	-3
COC(=O)CON1C(=O)c2ccccc2C1=O	4%	1	795	-0.31	-0.033	0.049	0.051	-3.7	1194	-0.09	983	12	0	i	1.4	1.4	5.2	i	21

In the list so far, 6 contain fluorine:
SMILES	HEK293 NOD2/NF-kB	Hep lipid drop	Hep lipid drop cells 6.5 µM	Dynein transport	Dynein transport cytoplasmic EGFP	Dynein transport nuclear GR-EGFP	Dynein transport cell count	bCat nuc transl	bCat nuc transl cell count 5 µM	Insulin prom up	Insulin prom up cell count	WT yeast gro inh	WT yeast gro inh mutant strain	Yfh1-depleted yeast	MT stabilize HCS	MT stabilize HCS Hoechst-high %	MT stabilize HCS cytotoxicity %	Autophagy mod	Autophagy mod cell loss 18 h
O=C(Nc1ccccc1)N1CCN(c2ccc(C(F)(F)F)cn2)CC1	-30%	·	·	-0.44	-0.14	-0.02	-0.016	·	·	-0.18	863	3	16	i	1.3	1.3	6.8	i	-5
O=C(NNS(=O)(=O)c1ccccc1C(F)(F)F)c1cccc(S(=O)(=O)Nc2ccccc2Cl)c1	19%	10	673	-0.75	0.037	-0.25	0.61	-0.6	1000	-0.06	1476	-7	6	i	1.6	1.9	7.5	i	-8
COc1ccnc(CSC(N)=Nc2ccc(F)cc2)c1	12%	-6	755	-0.55	-0.17	-0.42	0.47	-2.7	499	·	·	9	8	·	5.1	2.9	4.5	i	-5
CC(=O)O/N=C(\N)c1cnn2c(C(F)(F)F)cc(C(F)(F)F)nc12	1%	-4	683	0.45	-0.26	0.24	0.3	-1.1	1143	-0.3	1522	·	·	i	·	·	·	·	·
O=C(Nc1ccccc1)N1CCCN(c2nccc(C(F)(F)F)n2)CC1	-7%	-16	714	0.62	-0.3	0.14	-0.1	-2.4	1126	0.57	1279	·	·	i	·	·	·	·	·
CC(=O)C1C(c2ccc(F)cc2)c2c(noc2C)CC1(C)O (stereo not drawn)	3%	-7	678	-0.49	-0.11	0.11	0.63	-1.5	1330	0.9	1074	·	·	i	·	·	·	·	·
